E-sel TNF inh: TNF alpha driven E-selectin expression inhibition. hit rate 0.71% among 120,000. HUVEC TNFa-induced E-selectin immunofluorescence, high content. inhibition, % at 2 µM;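 active = inhibition above the batch mean plus 3 SD, and confirmed as a hit on visual image review, cut at about 43% in these data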;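 also: 0% = TNF-stimulated DMSO wells and 100% = unstimulated control wells; not every result past the cut was called active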
bCat KO growth: beta-catenin-lacking colon tumor cell growth suppression; HCT116 beta-catenin knockout viability, CellTiter-Glo, 60 h; hits give low values; viability, % at 10 µM; hit rate 1.5% among 140,000; AID 818;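 active = viability at or under a set limit, the compound median less 4 SD, cut at about 6% in these data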;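 also: 0% = Hyamine 1622 control at 20 µM and 100% = untreated cell control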
MRP-1 activ: activates MRP-1 | H69AR cells + doxorubicin, viability rescue, CellTiter-Glo | viability increase, % at 10 µM | hit rate 0.61% among 140,000 | AID 799;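 active = viability gain under doxorubicin at or above a set limit, the compound median plus 3 SD, cut at about 4.7% in these data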;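 also: MRP-1 overexpressing cells given doxorubicin 25 µM after compound pretreatment; 18-22 h compound pretreatment then 72 h with doxorubicin before readout; 0% = doxorubicin-only wells and 100% = vehicle-treated cells without doxorubicin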
PTEN del growth: suppresses growth of cells with PTEN deletion | HCT116 PTEN-null viability, CellTiter-Glo, 60 h; hits give low values | viability, % at 10 µM | hit rate 1.2% among 140,000;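 active = viability at or below a set limit, 4 SD under the median of all tested compounds, cut at about 3.7% in these data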;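 also: PTEN knockout HCT116 line with beta catenin targeted HCT116 as companion control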
Measles CPE: protection of cells from measles virus; Measles virus-infected cells, CPE protection, absorbance; protection (pct of control), % at 4 µM; AID 841; hit rate 1.5% among 140,000; in the data active = protection mostly above about 24%, no sharp cut-off; inactive = mostly below about 26%; also: some compounds called inactive have numbers as strong as hits
Yeast growth inh: yeast BB579 growth reduction in restrictive medium | S. cerevisiae BB579 growth, OD615, 48 h | inhibition, % at 10 µM | hit rate 0.51% among 140,000 | AID 804;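 active = inhibition above a set limit, 3 SD over the mean compound inhibition, cut at about 44% in these data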; also: inactives centre near -24
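System: DeaD yeast strain BB579; buffer or medium: CSMM-D dextrose restrictive medium; technique: OD at 615 nm; schedule: 4 h cell preincubation, 48 h compound exposure, 30 °C humidified; doses: single 10 µM dose; controls: amphotericin B 10 µg/mL, positive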
Phagocytosis inh: inhibitors of macrophage phagocytosis | J774A.1 macrophage IgG-bead phagocytosis, imaging | inhibition, % at 5 µM | hit rate 0.07% among 110,000;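 active = inhibition above the mean of the plate negative controls plus 5 SD, cut at about 13% in these data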;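 also: phagocytic index as fraction of beads internalized from green versus red external bead signal; plate controls were DMSO negative control for no effect and cytochalasin-D positive control for full effect; some results beyond the cut were filed as inactive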
NPY-Y2 antag: NPY-Y2 (human) receptor antagonism | inhibition, % at 2.7 µM | AID 793 | hit rate 0.99% among 140,000 | P49146 | NPY-Y2 expressing cells, antagonist mode; in the data active = inhibition above about 17%;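 also: 0% = vehicle with agonist challenge and 100% = reference antagonist with challenge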
Target sequence (P49146 whole entry, looked up): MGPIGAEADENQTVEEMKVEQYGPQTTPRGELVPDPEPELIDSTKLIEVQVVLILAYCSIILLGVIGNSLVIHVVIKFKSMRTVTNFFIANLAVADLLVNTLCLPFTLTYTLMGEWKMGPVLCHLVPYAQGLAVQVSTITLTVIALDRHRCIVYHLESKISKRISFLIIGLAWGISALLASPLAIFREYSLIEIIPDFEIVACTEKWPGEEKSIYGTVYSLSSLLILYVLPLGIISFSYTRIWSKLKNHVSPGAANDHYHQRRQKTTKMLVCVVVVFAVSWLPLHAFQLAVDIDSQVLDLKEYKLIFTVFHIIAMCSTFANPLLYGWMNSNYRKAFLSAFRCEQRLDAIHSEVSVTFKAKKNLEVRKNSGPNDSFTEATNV
Yeast life ext: yeast lifespan extension; S. cerevisiae growth with nicotinamide, OD615; deaD strain in restrictive glucose medium; inhibition of the nicotinamide effect, % at 10 µM; hit rate 0.68% among 130,000; AID 775;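 active = inhibition above a set limit, placed 3 SD over the median of all compounds, cut at about 26% in these data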;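 also: 0% = nicotinamide-treated wells and 100% = cells grown without nicotinamide; some compounds called inactive have numbers as strong as hits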
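Assay system: engineered S. cerevisiae DeaD replicative-lifespan strain, galactose-grown log-phase cells; medium: restrictive CSMM-D dextrose medium; also added: nicotinamide, 1.5 mM, co-present with compound; schedule: 48 h compound exposure at 30 °C, humidified; detection: absorbance at 615 nm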
GALR2 antag: antagonists of human galanin receptor 2 (GALR2); GALR2-expressing cells, antagonist mode; inhibition, % at 4 µM; hit rate 0.39% among 140,000; in the data active = inhibition above about 27%;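 also: cells stimulated with galanin 1-16 at roughly its EC80; 0% = agonist challenge control and 100% = basal control without agonist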
Target sequence (O43603 whole entry, looked up): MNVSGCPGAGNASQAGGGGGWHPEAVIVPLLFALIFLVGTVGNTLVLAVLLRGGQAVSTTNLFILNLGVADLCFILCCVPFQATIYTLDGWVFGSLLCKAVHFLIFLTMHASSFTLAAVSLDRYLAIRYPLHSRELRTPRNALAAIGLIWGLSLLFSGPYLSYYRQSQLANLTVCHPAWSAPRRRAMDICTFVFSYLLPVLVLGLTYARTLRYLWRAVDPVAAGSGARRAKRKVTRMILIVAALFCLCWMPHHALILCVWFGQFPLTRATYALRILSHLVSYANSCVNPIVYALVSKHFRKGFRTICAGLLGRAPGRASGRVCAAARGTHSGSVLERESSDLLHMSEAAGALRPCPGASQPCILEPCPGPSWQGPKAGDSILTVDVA
Starred values were filed as active, the others as inactive; · = not tested or not shown; & = joins results of further samples.

SMILES	E-sel TNF inh	bCat KO growth	MRP-1 activ	PTEN del growth	Measles CPE	Yeast growth inh	Phagocytosis inh	NPY-Y2 antag	Yeast life ext	GALR2 antag
CCCOc1ccc(N2C(=O)CC(SC(=NCC)NCC)C2=O)cc1 (stereo not given)	·	89	-3.3	86	12	-7	-3	0	5	9
COc1ccc(CCNC(=O)CCNS(=O)(=O)c2ccc3c(c2)CCN3C(C)=O)cc1OC	-16	98	-1.4	94	18	-19	-4	0	0	9
Cc1nn(-c2ccccc2)c(C)c1/C=N/NC(=O)CSc1nnc(SCc2ccc(Cl)cc2)s1	4	103	1.9	103	6	-29	-10	6	-3	1
O=C(c1ccco1)[C@@H]1[C@@H]2C(=O)N(c3ccc(F)cc3)C(=O)[C@@H]2C2c3ccccc3C=CN21 (stereo not given in full)	·	89	-1.7	89	5	-37	0	-2	1	-7
CC(=O)Nc1cccc(S(=O)(=O)N2CCCCCC2)c1	-36	101	-0.5	104	38	-20	0	10	-11	0
CCCS(=O)(=O)Nc1c(C(=O)OC)[nH]c2ccccc12	-2	92	-1.4	100	12	-5	1	1	9	6
N=c1c2c(-c3ccccc3)c(-c3ccccc3)n(Cc3ccco3)c2ncn1CCN1CCOCC1	5	1.2*	-4.5	1.6*	17	-32	-1	43*	30	-12
Cc1cccc(NC(=S)NC(=O)CCc2ccccc2)c1	-3	86	-3.3	87	4	5	-4	10	-26	0
CCn1c(COc2ccc(Cl)cc2)nnc1SCC(=O)Nc1ccc2c(c1)OCCO2	4	104	4.2	105	12	8	1	0	-5	9
O=C(O)COc1ccc(-c2nnn(Cc3ccccc3F)n2)cc1	10	104	-0.4	95	10	4	-2	-1	-15	0
O=C(CCc1ccccc1)Nc1nc2ccc(S(=O)(=O)N3CCOCC3)cc2s1	-20	94	-0.4	94	2	-14	2	2	-12	5
CCn1nnnc1SCC(=O)N1CCOCC1	-10	104	-1.9	89	28*	12	-2	1	-1	-1
O=C1NC(=S)S/C1=C1\Sc2ccccc2N1CCCS(=O)(=O)O	·	102	0.8	106	17	-5	1	3	-9	-37
O=C(Nc1ccccc1)NC1(C(=O)NCc2ccco2)CCCCC1	12	97	0.2	96	4	-35	-2	3	-5	4
CCNC(=O)Cc1ccc(Br)cc1	2	99	1.4	99	4	-13	0	2	-3	-8
CC1CCN(CCCNC(=O)c2n[nH]c(=O)c3ccccc23)CC1	12	94	0.1	93	22	-18	·	3	-7	11
COc1ccccc1Nc1nc(-c2sc(NC(=O)C(C)(C)C)nc2C)cs1	-20	93	0.9	98	9	-19	-1	-1	-25	-14
O=C(Nc1cccc(C(=O)N2CCOCC2)c1)c1ncn[nH]1	2	90	-0.4	100	6	-46	0	-1	9	5
O=[N+]([O-])c1ccc(Oc2cccc(F)c2)c2ccncc12	9	68	-4.7	67	6	-21	·	1	5	9
CC1(C(=O)NCc2cccnc2)CCC(=O)N1Cc1cccs1 (stereo not given)	-1	101	-0.1	98	4	-35	0	-1	-3	1
COc1ccc(OC)c(NC(=O)Cc2coc3cc(C)cc(C)c23)c1	-2	91	-1.4	89	12	-31	1	5	-9	2
O=c1c(Cl)c(Nc2cccc(Cl)c2)cnn1-c1nc2ccccc2s1	·	77	-2.8	71	22	-44	-12	1	-2	-4
Cc1[nH]c2ccc(Br)cc2c(=O)c1CN1CCOCC1	-23	92	-5.4	80	8	-38	1	0	-2	14
O=C(O)Cn1nnnc1-c1ccc(F)cc1	-4	98	-0.6	93	0	-9	-4	6	-9	1
Cc1ccc(-c2n[nH]c(=S)n2/N=C/c2c(C)nn(-c3ccccc3)c2C)cc1	-17	30	-4.0	15	1	-31	-11	7	-3	8
NC(=O)Cn1c(=O)n(CCc2ccccc2)c(=O)c2c3c(sc21)CCCC3	·	74	2.0	87	11	-5	0	1	-7	-21
O=C(O)C1CCCCN1S(=O)(=O)c1ccccc1 (stereo not given)	0	98	-2.9	90	4	-5	0	3	-4	-15
N#Cc1ccc2ccn(CC(=O)N3CCCc4ccccc43)c2c1	-7	90	-3.4	91	6	-23	1	0	-6	-5
CCOC(=O)c1ccc(NC(=S)Nc2ccccc2)cc1	·	92	-1.2	89	21	-10	5	1	-8	-2
Cc1nc(Nc2ccc(S(=O)(=O)N3CCCCC3C)cc2)c2nnn(Cc3ccccc3)c2n1 (stereo not given)	·	51	-2.1	51	5	-28	-8	0	-2	15
COCCn1c(-c2ccc(OC)cc2)cnc1SCC(=O)Nc1cc(C)on1	4	94	-0.8	101	8	-22	-1	2	11	12
CCOc1ccc(-n2c(SCc3cc(=O)oc4cc(C)ccc34)nnc2-c2cccnc2)cc1	·	66	-3.8	74	27	-41	0	3	-1	-8
N/C(=N\OC(=O)CC1CCCCC1)c1ccccn1	-28	105	-0.8	103	10	-41	2	2	-6	3
COC(=O)c1cc2oc(C)cc2n1CC(=O)N1CCCc2ccccc21	71*	93	-1.3	75	7	-14	0	0	-15	6
COc1cc(C)ccc1OCCCON1C(=O)CCC1=O	·	93	-2.9	98	18	-32	0	-1	-2	-6
Cn1cnc([N+](=O)[O-])c1Nc1cccc(O)c1	-6	97	-2.9	89	5	-15	1	5	-18	6
Cc1nc2nc(COc3ccccc3)nn2c(C)c1Cl	-25	97	-0.6	98	24	-5	-1	0	-10	15
Cc1ccc(-c2nn3c(C)nnc3s2)cc1NC(=O)c1ccc(Br)o1	19	85	0.2	86	8	-26	0	4	10	-2
COC(=O)c1nc2n(n1)C(c1ccc([N+](=O)[O-])cc1)C(C(=O)Nc1ccc(Cl)cc1)=C(C)N2 (stereo not given)	·	98	1.1	90	4	-21	-8	0	-2	2
CCOC(=O)C1=C(Nc2ccccc2)CC(C)(O)C(C(=O)OCC)C1c1ccccc1 (stereo not given)	·	70	-3.7	72	5	-14	0	6	0	-8
O=C(/C=C/c1cccs1)c1cc(Br)ccc1OC(=O)N1CCOCC1	4	6	-4.9	5	14	-50	2	0	17	12
OCc1nc2ccccc2n1CCCOc1ccccc1	·	90	-0.9	109	22	11	-1	4	-10	8
O=C(NNC(=O)C1COc2ccccc2O1)c1ccccc1 (stereo not given)	-42	93	-1.6	91	13	-36	1	1	-8	-7
C=CCN1C(=O)C2C(C(=O)NC)C3(C)C=CC2(O3)C1C(=O)NCc1ccc(OC)cc1 (stereo not given)	-14	103	0.3	117	2	-32	-2	0	-8	-1
COc1ccc(CNC(=O)C(c2ccco2)N(Cc2cccs2)C(=O)Cc2cccs2)cc1 (stereo not given)	1	85	-1.6	94	7	-86	·	6	1	-13
O=C(c1ccc(CN2CCc3ccccc3C2)cc1)N1CCN(c2ccccc2)CC1	·	88	1.1	90	15	-21	-2	8	3	-4
COc1cccc(NC(=O)CC2S/C(=N\S(=O)(=O)c3ccccc3)N(c3ccccc3)C2=O)c1 (stereo not given)	·	97	-1.1	94	13	-23	·	2	5	-26
CCN1CCN(CCNC(=O)c2ccc(CS(=O)(=O)c3c(Cl)cccc3Cl)o2)CC1	-7	100	-2.1	97	8	10	1	4	-3	-7
COc1ccc(-c2noc(COc3ccccc3OC)n2)cc1OC	-15	94	0.3	87	7	-23	-1	4	-4	4
COC(=O)C1C(c2ccccc2)C(C(=O)N2CCN(C)CC2)C1c1ccccc1 (stereo not given)	-1	82	-1.2	95&98	7	11	-1	4	-8	-10
O=C(OCc1ccc(COC(=O)c2ccccn2)cc1)c1ccccn1	8	98	-1.7	106	12	5	3	2	-7	12
CCCCn1c(O)c(N=Nc2ccccn2)c2ccccc21	-13	83	-4.5	82	4	-14	-12	8	-5	3
O=C(O)c1ccc(C[n+]2c(-c3ccccc3)csc2Nc2ccccc2)cc1	·	90	-3.1	93	27	-14	-7	3	1	2
CN1C(=S)SC(N2OC3C(=O)N(c4ccccc4)C(=O)C3C2c2ccc(Cl)cc2)C1(C)C (stereo not given)	14	95	-0.9	87	18	-22	-4	6	-1	-9
Cc1ccc(CNC(=O)c2cccc(S(C)(=O)=O)c2)cc1	-12	101	-1.4	90	33	0	-1	-1	-14	-1
Cc1ccc(C(C)NC(=O)c2cc(C)oc2C)cc1 (stereo not given)	-56	89	-1.4	93	1	-63	-2	2	9	-4
c1coc(C2Nc3ccccc3C3OCCC23)c1 (stereo not given)	4	96	-3.0	100	5	-17	-2	0	-12	7
COc1ccc(/C=C/C(=O)OCc2csc(-c3ccccc3)n2)cc1OC	·	102	1.3	98	21	-49	-4	15	0	-4
CC1(C)Cc2c(sc(/N=C/N3CCCCC3)c2C#N)C(C)(C)N1	-51	93	-0.2	109	15	-37	-2	7	-8	10
COc1ccc2[nH]c(=O)c(CN(Cc3ccc(C)cc3)Cc3nnnn3CC3CCCO3)cc2c1 (stereo not given)	-14	90	-3.2	80	25	-44	0	1	-10	-6

Shown with two lines to a compound: entries from further up.
The line under a structure holds: E-sel TNF inh	bCat KO growth	MRP-1 activ	PTEN del growth	Measles CPE	Yeast growth inh	Phagocytosis inh	NPY-Y2 antag	Yeast life ext	GALR2 antag
> O=C(/C=C/c1cccs1)c1cc(Br)ccc1OC(=O)N1CCOCC1
 : 4	6	-4.9	5	14	-50	2	0	17	12
> O=C(O)c1ccc(C[n+]2c(-c3ccccc3)csc2Nc2ccccc2)cc1
 : ·	90	-3.1	93	27	-14	-7	3	1	2
> c1coc(C2Nc3ccccc3C3OCCC23)c1 (stereo not given)
 : 4	96	-3.0	100	5	-17	-2	0	-12	7

NPY-Y2 antag: entries above that show a hit.
canonical_smiles	E-sel TNF inh	Measles CPE	Yeast growth inh	Phagocytosis inh	NPY-Y2 antag	Yeast life ext	GALR2 antag
N=c1c2c(-c3ccccc3)c(-c3ccccc3)n(Cc3ccco3)c2ncn1CCN1CCOCC1	5	17	-32	-1	43*	30	-12

Continuation.
SMILES	E-sel TNF inh	bCat KO growth	MRP-1 activ	PTEN del growth	Measles CPE	Yeast growth inh	Phagocytosis inh	NPY-Y2 antag	Yeast life ext	GALR2 antag
COc1ccc(-c2csc(NC(=O)C3CCCO3)n2)cc1 (stereo not given)	30	103	-0.2	103	6	-17	0	0	-14	7
CC(=O)N1CCc2cc(S(=O)(=O)CCC(=O)N3CCN(C(=O)c4ccco4)CC3)ccc21	-22	89	-0.9	95	7	18	·	-1	·	9
CCC(CC)C(=O)Nc1ccc(Sc2ccc([N+](=O)[O-])cc2)cc1	15	78	-1.5	75	11	-38	2	10	-8	13
COc1ccc(CNC(=O)CSc2nnc(-c3ccc(NC(C)=O)cc3)n2C)cc1	2	84	-2.6	87	5	48*	0	-1	-27	9
CC1Cc2ccccc2N1C(=S)NC(=O)c1cccc(Br)c1 (stereo not given)	·	28	-2.4	27	8	-12	-11	3	24	-5
COc1cc2c(cc1OC)/C(=C/c1ccc(Cl)cc1)C(=O)OC2	·	75	-4.9	74	20	-34	·	4	-1	14
Cc1ccccc1C(=O)NNC(=O)Cc1cccc2ccccc12	17	93	-1.5	102	11	-9	0	3	-4	10
CCOc1ccc(CN(C(=O)c2oc3ccccc3c2C)C2CCS(=O)(=O)C2)cc1 (stereo not given)	-11	77	-2.6	78	5	11	-2	3	-16	2
